Bioassay records (PubChem BioAssay)
H37Rv inhibition – M. tuberculosis growth inhibition, HTS (AID 449762); M. tuberculosis H37Rv growth inhibition, 7H9 media; higher % means a stronger effect; one-dose inhibition, % at 25 µM; IC50 in µM for titrated hits; 0.59% of 330,000 active; in the data active means a potency from the dose series; inconclusive means inhibition above about 70% without an active follow-up result;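 further: bacterial growth assessed after seven days of incubation; strong numbers were not always called active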
PhoP GFP inhibition – PhoP regulon inhibitors, Salmonella typhi PhoP promoter GFP reporter, confirmatory (AID 1850) | Salmonella Typhi PhoP-promoter GFP reporter, fluorescence, 4 h; higher % means a stronger effect | one-dose inhibition, % at 50 µM; IC50 in µM for titrated hits | 0.33% of 310,000 active; in the data active means a potency from the dose series; inconclusive means inhibition mostly from about 25% at the one dose, without a potency; inactive means the rest, 99 in 100 with inhibition below about 19%;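 further: 0% = induced wells with vehicle and 100% = uninduced wells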
influenza NS1A – H1N1 influenza NS1A inhibitors, functional cell based assay (AID 504329). NS1A functional cell-based assay, percent inhibition; higher % means a stronger effect. inhibition, % at 12.5 µM, or IC50 in µM where a hit was titrated. 0.3% of 340,000 active; in the data active means a potency from the dose series; inconclusive means inhibition above about 27% without an active follow-up result; further: strong numbers were not always called active
VEEV TC-83 Vero – inhibitors of VEEV TC-83 cytopathic effect, confirmation, Vero cells (AID 588727); inhibition, % at 20 µM; hits with a dose series show IC50 in µM; Vero cells, VEEV TC-83 cytopathic effect inhibition; higher % means a stronger effect; 0.13% of 350,000 active; in the data active means a potency from the dose series; inconclusive means inhibition mostly from about 14% at the one dose, without a potency; inactive means the rest, 99 in 100 with inhibition below about 12%; further: strong numbers were not always called active
tuberculosis growth – growth inhibition of non-replicating M. tuberculosis (AID 488890) | Mycobacterium tuberculosis non-replicating, growth inhibition; higher % means a stronger effect | inhibition, % at 25 µM, or IC50 in µM where a hit was titrated | 0.39% of 320,000 active; in the data active means a potency from the dose series; inconclusive means inhibition mostly from about 82% at the one dose, without a potency; inactive means the rest, 99 in 100 with inhibition below about 76%;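 further: plate controls were DMSO cells for no effect and high antibiotic wells for full effect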
VEEV TC-83 Vero 10K pilot screen – recorded beside VEEV TC-83 Vero, whose call it bears; inhibition, %; measured here: 10K pilot screen inhibition
An asterisk follows results filed as active; i = inactive; ? = inconclusive; · = no result given.

SMILES	H37Rv inhibition	PhoP GFP inhibition	influenza NS1A	VEEV TC-83 Vero	tuberculosis growth	others
Cc1ccc(C)c(OCC(=O)N2CCOCC2)c1	-2%	11%	-2%	i	4%	VEEV TC-83 Vero 10K pilot screen=0.2
CN1c2ccccc2Oc2c(c(=O)n(C)c(=O)n2C)C1c1cccc([N+](=O)[O-])c1 (stereo unspecified)	-4%	-4%	0%	5.0%	5%
N/C(=N\OC(=O)c1ccc2c(c1)OCO2)c1cccnc1	-6%	-5%	-3%	2.1%	-8%
COc1ccccc1NC(=O)CCc1nc(-c2cccs2)no1	-6%	3%	8%	0.9%	32%
Cc1cc(NC(=O)C2CC(c3ccc(Cl)cc3)=NO2)no1 (stereo unspecified)	4%	6%	-2%	0.2%	56%
Cc1cccc(NC(=O)c2ccc(NC(=O)c3ccccc3Br)cc2)c1	3%	9%	9%	0.2%	-3%
O=C1CC(N2CCCCCC2)C(=O)N1c1ccc(F)cc1 (stereo unspecified)	-4%	3%	4%	i	-7%
CC(C)COc1ccc(-c2nnn(CC(=O)N3CCCC3)n2)cc1	-5%	1%	-12%	i	-11%
CCOc1ccc(CNS(=O)(=O)c2ccc3c(c2)CC(=O)N3C)cc1	-1%	10%	4%	1.4%	10%
COc1cccc(NC(=O)Nc2nc(SC(C)(C)C)ns2)c1	97%	-3%	-6%	21%	68%
Cc1ccc(-n2nc(C)c(C3(O)C(=O)N(C(C)C)c4ccccc43)c2N)cc1 (stereo unspecified)	4%	-5%	4%	0.6%	60%
NC(=O)COC(=O)c1c2c(nc3ccccc13)CCC2	6%	-11%	6%	0.4%	-9%
O=C(NCN1CCCCC1)c1cccnc1	-11%	20%	-4%	1.6%	0%
COc1ccc(Nc2nnc(SCC(=O)N3CCCC3)s2)cc1	3%	11%	-4%	0.7%	4%
CCOc1ccc(NC(=O)CSc2nc(C)cc(C)n2)cc1	2%	-1%	-2%	0.6%	5%
Cc1ccc(NC(=O)CCNS(=O)(=O)c2ccc3c(c2)oc(=O)n3C)c(C)c1	-3%	-2%	-5%	i	1%
CC(=O)c1c(C)[nH]c(C(=O)OCC(=O)Nc2nnc(-c3ccccc3)o2)c1C	46%	·	-16%	1.4%	16%
CCc1ccc(C(=O)NNC(=S)Nc2ccc(S(N)(=O)=O)cc2)s1	18%	6%	1%	1.1%	-8%
CCOC(=O)C1(CCOc2ccccc2)CCN(Cc2ccc(C#CCCO)cc2)CC1	?	-4%	-19%	0.9%	65%
COCCSc1nnc(NC(=O)c2ccc3c(c2)OCO3)s1	-5%	0%	-7%	0.1%	8%
Cc1onc(-c2ccccc2Cl)c1-c1nc(-c2ccccn2)no1	4%	-4%	19%	8.5%	19%
O=C(COc1ccccc1)N=C1SC2CS(=O)(=O)CC2N1Cc1ccccc1 (stereo unspecified)	-3%	4%	1%	1.3%	3%
S=C(NCC1CCCO1)NC1CCCCC1 (stereo unspecified)	-2%	4%	-7%	1.7%	29%
CCCCC(=O)Nc1cccc(NC(=S)NC(=O)COc2ccccc2Cl)c1	7%	-5%	3%	0.2%	-1%
O=C(OCCN1CCCCC1)c1c[nH]c2ccccc12	-2%	-9%	1%	1.5%	-5%
CCOC(=O)c1cccc(NC(=O)c2ccc3c(c2)OCO3)c1	10%	-2%	-6%	1.1%	57%
CC(=O)NS(=O)(=O)c1ccc(Nc2ccc([N+](=O)[O-])c3nonc23)cc1	3%	28%	21%	1.4%	-1%
O=C(NCc1ccccc1)c1ccc2c(=O)n(CCCN3CCCC3=O)c(=S)[nH]c2c1	2%	-4%	-73%	4.0%	-18%
COc1cc(/C=C/C(=O)O)cc(S(=O)(=O)N2CCc3ccccc32)c1OC	4%	-18%	-3%	1.0%	-3%
CCN(CC)S(=O)(=O)c1ccc(/C=C/C(=O)OCC(=O)NCc2ccco2)cc1	5%	·	-9%	1.1%	40%
Cc1nc(NCCCN2CCOCC2)c2oc3ccccc3c2n1	-3%	-4%	3%	0.2%	-7%	VEEV TC-83 Vero 10K pilot screen=0.0
Nc1c(-c2ccccc2)cnn1-c1cccc(C(F)(F)F)c1	-4%	-16%	3%	8.8%	3%
C/C=C/CSc1nc2c(c(=O)[nH]c(=O)n2C)n1Cc1ccc(C)cc1	-2%	-5%	1%	4.2%	-5%
COCCn1c(C(C)C)nc2ccccc21	-20%	5%	-21%	4.4%	-6%
O=[N+]([O-])c1cccc(S(=O)(=O)Nc2ccc(S(=O)(=O)N3CCCC3)cc2)c1	-19%	-3%	-14%	2.9%	9%
COc1ccc(N2CSC3=C(C#N)C(c4cc(OC)ccc4OC)CC(=O)N3C2)c(OC)c1 (stereo unspecified)	-3%	3%	3%	6.8%	9%
CCCNC(=O)c1ccccc1SCc1c(C)noc1C	0%	-13%	-1%	4.6%	-2%
CCn1cc(C(=O)NCCCN2CCN(C)CC2)c(=O)c2cc(S(=O)(=O)N3CCc4ccccc4C3)ccc21	8%	2%	10%	1.6%	12%
C/C(=N\NC(N)=S)C12CC3CC(CC(C3)C1)C2	-3%	15%	-2%	i	?
COc1ccc(OC)c(S(=O)(=O)Nc2cnc3ccccc3c2)c1	-1%	6%	-9%	1.9%	-5%

Filtered by structure, the compounds so far containing a thiophene ring, fused or not (2)
SMILES	H37Rv inhibition	PhoP GFP inhibition	influenza NS1A	VEEV TC-83 Vero	tuberculosis growth	others
COc1ccccc1NC(=O)CCc1nc(-c2cccs2)no1	-6%	3%	8%	0.9%	32%
CCc1ccc(C(=O)NNC(=S)Nc2ccc(S(N)(=O)=O)cc2)s1	18%	6%	1%	1.1%	-8%

(more compounds)
SMILES	H37Rv inhibition	PhoP GFP inhibition	influenza NS1A	VEEV TC-83 Vero	tuberculosis growth	others
Cc1c(Cl)cccc1NC(=O)CCC(=O)c1cccs1	-4%	9%	-11%	i	2%
N#Cc1c(NC(=S)NC(=O)c2ccccc2)sc2c1CCC2	-2%	-4%	-3%	2.3%	40%
O=C(COc1ccc2c3c(c(=O)oc2c1)CCC3)N1CCN(c2ccc(F)cc2)CC1	8%	4%	8%	0.3%	15%
COC(=O)c1cc(Br)c(=O)n(CC(C)C)c1	-4%	-11%	10%	0.2%	-3%
Cc1cccc(NC(=O)c2ccc(Cl)c(S(=O)(=O)N3CCCCC3)c2)n1	7%	0%	-4%	9.1%	18%
O=C(Nc1ncc(Cc2cccc([N+](=O)[O-])c2)s1)c1ccco1	7%	-6%	10%	0.9%	-16%
Cc1ccnc(NS(=O)(=O)c2cc(C(F)(F)F)ccc2Cl)c1	-3%	-9%	·	·	-10%
CCN1CCN(Cc2ccc(OC(F)(F)F)cc2)CC1	-4%	5%	-3%	2.1%	-9%
CCN1C(=O)CSC1=Nc1ccccc1Cl	9%	-4%	1%	i	52%
O=C(CN1C(=O)c2ccccc2C1=O)NCC1COc2ccccc2O1 (stereo unspecified)	-12%	-4%	0%	0.5%	0%
CCOC(=O)Cc1csc(NS(=O)(=O)c2ccc3ccccc3c2)n1	11%	-8%	-8%	1.1%	11%
Cc1ccc(S(=O)(=O)N2CCC(C(=O)N[C@H](C(=O)NCc3ccco3)C(C)C)CC2)cc1	3%	8%	-8%	i	0%
CCn1nnnc1SCC(=O)c1cc(Cl)ccc1OC	-2%	31%	-2%	1.5%	-10%
CCc1cc(=O)oc2cc(OCC(=O)NCCCN3CCCC3=O)c(Cl)cc12	1%	6%	-6%	2.0%	0%
COc1ccc(OC)c(/C=C/C(=O)Nc2cccc(S(=O)(=O)N3CCCC3)c2)c1	-3%	-8%	6%	3.1%	15%
CC(=O)NC12CC3CC(C1)CC(C(=O)N1CCN(S(=O)(=O)c4cccc(C(F)(F)F)c4)CC1)(C3)C2	5%	10%	0%	3.8%	14%
Fc1ccc(-c2nnc3ccccn23)cc1	·	·	4%	i	·
CCCNS(=O)(=O)c1ccc(OCC(=O)NCC2CCCO2)cc1 (stereo unspecified)	5%	9%	-4%	0.6%	-14%
Cc1noc(C)c1COC(=O)COc1ccc(-c2ccccc2)cc1	?	19%	-11%	0.3%	?
O=P(NC(c1ccccc1)c1ccccc1)(Oc1ccccc1)Oc1ccccc1	10%	-11%	12%	i	-5%

A draw from above in order of length of the SMILES, high to low:
SMILES	H37Rv inhibition	PhoP GFP inhibition	influenza NS1A	VEEV TC-83 Vero	tuberculosis growth	others
CC(=O)NC12CC3CC(C1)CC(C(=O)N1CCN(S(=O)(=O)c4cccc(C(F)(F)F)c4)CC1)(C3)C2	5%	10%	0%	3.8%	14%
CCn1cc(C(=O)NCCCN2CCN(C)CC2)c(=O)c2cc(S(=O)(=O)N3CCc4ccccc4C3)ccc21	8%	2%	10%	1.6%	12%
Cc1ccc(S(=O)(=O)N2CCC(C(=O)N[C@H](C(=O)NCc3ccco3)C(C)C)CC2)cc1	3%	8%	-8%	i	0%
COc1ccc(N2CSC3=C(C#N)C(c4cc(OC)ccc4OC)CC(=O)N3C2)c(OC)c1 (stereo unspecified)	-3%	3%	3%	6.8%	9%
COc1ccc(OC)c(/C=C/C(=O)Nc2cccc(S(=O)(=O)N3CCCC3)c2)c1	-3%	-8%	6%	3.1%	15%
Cc1cccc(NC(=O)c2ccc(Cl)c(S(=O)(=O)N3CCCCC3)c2)n1	7%	0%	-4%	9.1%	18%
CCc1cc(=O)oc2cc(OCC(=O)NCCCN3CCCC3=O)c(Cl)cc12	1%	6%	-6%	2.0%	0%
O=C(Nc1ncc(Cc2cccc([N+](=O)[O-])c2)s1)c1ccco1	7%	-6%	10%	0.9%	-16%
CCOC(=O)Cc1csc(NS(=O)(=O)c2ccc3ccccc3c2)n1	11%	-8%	-8%	1.1%	11%
O=C(CN1C(=O)c2ccccc2C1=O)NCC1COc2ccccc2O1 (stereo unspecified)	-12%	-4%	0%	0.5%	0%
COc1ccc(OC)c(S(=O)(=O)Nc2cnc3ccccc3c2)c1	-1%	6%	-9%	1.9%	-5%
Cc1noc(C)c1COC(=O)COc1ccc(-c2ccccc2)cc1	?	19%	-11%	0.3%	?
N#Cc1c(NC(=S)NC(=O)c2ccccc2)sc2c1CCC2	-2%	-4%	-3%	2.3%	40%
C/C(=N\NC(N)=S)C12CC3CC(CC(C3)C1)C2	-3%	15%	-2%	i	?
Cc1c(Cl)cccc1NC(=O)CCC(=O)c1cccs1	-4%	9%	-11%	i	2%
CCN1CCN(Cc2ccc(OC(F)(F)F)cc2)CC1	-4%	5%	-3%	2.1%	-9%
COC(=O)c1cc(Br)c(=O)n(CC(C)C)c1	-4%	-11%	10%	0.2%	-3%
CCCNC(=O)c1ccccc1SCc1c(C)noc1C	0%	-13%	-1%	4.6%	-2%
CCN1C(=O)CSC1=Nc1ccccc1Cl	9%	-4%	1%	i	52%

The list goes on:
SMILES	H37Rv inhibition	PhoP GFP inhibition	influenza NS1A	VEEV TC-83 Vero	tuberculosis growth	others
COC(=O)c1ccc(NC(=O)CCN2C(=O)CSC2=O)cc1	3%	2%	0%	1.5%	5%
COCCNC(=O)C(c1ccc(C)o1)N(Cc1ccco1)C(=O)c1snc(C(N)=O)c1N (stereo unspecified)	-1%	1%	9%	1.6%	-18%
O=C(CCNC(=O)c1ccco1)Nc1ccccc1	-6%	-4%	-3%	0.3%	-4%
CC(C)(C)C(=O)/C=c1\[nH]c(=O)/c(=C\c2ccc(C#N)cc2)s1	?	-21%	4%	5.7%	70%
COc1ccccc1OCCC(=O)NNC(=O)c1ccccc1F	-9%	·	-8%	i	-4%
CCc1cc2ccc(OC)cc2nc1SCC(=O)Nc1cc(C)on1	-3%	8%	-5%	0.5%	-8%
Cc1ccc(NC(=O)CNC(c2ccccc2)c2ccccc2)c(F)c1	3%	-6%	1%	0.4%	34%
